L3MBTL1 inh – qHTS Assay for the Inhibitors of L3MBTL1 | Lethal(3)malignant brain tumor-like protein 1 (Homo sapiens), Q9Y468 | AlphaScreen L3MBTL1–H3K9me1 peptide binding | Potency, µM (highest dose often 57.1 µM), inactives show at the top dose activity, negative = inhibition, actives largely listed as inhibitors | hit rate 0.66% among 230,000 | AID 485360, 2010; active = well fitted inhibition curve with a large enough effect; inconclusive = small, poorly fitted or top-dose-only effect; inactive = no such curve, though single readings can be large or run the other way; also: nearly all actives have a fitted effect of over 60% in size
Target sequence (Q9Y468 whole entry, looked up): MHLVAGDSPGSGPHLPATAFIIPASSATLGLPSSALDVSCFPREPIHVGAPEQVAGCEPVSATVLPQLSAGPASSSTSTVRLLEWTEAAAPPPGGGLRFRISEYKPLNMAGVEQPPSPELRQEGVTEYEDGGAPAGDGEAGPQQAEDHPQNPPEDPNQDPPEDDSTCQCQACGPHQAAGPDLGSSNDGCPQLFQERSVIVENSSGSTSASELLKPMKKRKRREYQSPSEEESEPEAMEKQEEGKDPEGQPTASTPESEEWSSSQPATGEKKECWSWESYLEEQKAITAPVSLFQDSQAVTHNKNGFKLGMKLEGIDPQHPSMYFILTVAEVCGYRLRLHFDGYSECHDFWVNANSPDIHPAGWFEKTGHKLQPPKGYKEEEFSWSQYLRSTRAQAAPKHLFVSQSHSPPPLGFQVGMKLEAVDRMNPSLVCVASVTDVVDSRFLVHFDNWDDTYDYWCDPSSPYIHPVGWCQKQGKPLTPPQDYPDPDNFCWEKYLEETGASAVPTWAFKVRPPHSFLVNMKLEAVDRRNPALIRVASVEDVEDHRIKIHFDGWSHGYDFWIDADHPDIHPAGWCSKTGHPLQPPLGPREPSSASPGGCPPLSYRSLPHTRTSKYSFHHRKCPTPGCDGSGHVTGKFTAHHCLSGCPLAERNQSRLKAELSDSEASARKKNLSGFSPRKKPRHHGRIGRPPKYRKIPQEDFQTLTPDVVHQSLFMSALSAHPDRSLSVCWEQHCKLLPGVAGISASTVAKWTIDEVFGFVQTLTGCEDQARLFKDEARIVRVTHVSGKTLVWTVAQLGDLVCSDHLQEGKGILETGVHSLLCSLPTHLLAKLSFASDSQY
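L3MBTL1 (50 nM) pre-complexed 30 min with biotinylated H3(1-15)K9me1 peptide (75 nM), then compounds added for 30 min at room temperature; AlphaScreen streptavidin donor/nickel chelate acceptor beads (10 ug/mL final) read after 30 min dark incubation.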
Active calls of the source: *; ? = inconclusive; [ ] = another dose, or the depositor's remark. % is scaled to controls: 0 for no effect and ±100 for the full control effect; potency is read from the fitted curve at half-maximal effect. These rows are one share of the data. The share of hits here may be higher or lower than overall.

SMILES | L3MBTL1 inh
C[C@]1(CC/C(=C/CO)CO)[C@H](CO)CC[C@@]23COC(=O)C2=CCC[C@@H]31 | 5.9%
NC(=O)C1CCCN(C(=O)CNC(=O)C23CC4CC(CC(C4)C2)C3)C1 (stereo not drawn) | -2.7%
CCOc1ccc(Nc2nc(N)c3ccccc3n2)cc1 | -3.0%
CC[C@]12c3[nH]c4ccc(Cl)cc4c3CCN1C(=O)[C@@H](CC(=O)NCCC1=CCCCC1)C[C@@H]2C(=O)N1CCN(C(=O)C2CC2)CC1 | -1.3%
CCOc1ccc(NC(=O)CN(C)C(=O)COc2cccc3c2OC(C)(C)C3)cc1OCC | -0.6%
Cc1cccc(NS(=O)(=O)c2cccc(C(=O)N3CCCCCCC3)c2)c1 | -3.1%
COc1ccc(NC(=O)CN2C(=O)c3ccccc3S2(=O)=O)cc1S(=O)(=O)N1CCOCC1 | 2.5%
COc1ccc(S(=O)(=O)Nc2cccc(S(=O)(=O)NC3=NCCC3)c2)cc1[N+](=O)[O-] | 7.8%
COC(=O)c1c(-c2ccc(OC)cc2)sc2ccccc12 | 329.7%[activator]
O=C(CNC(=O)c1ccco1)Nc1ccncc1 | 0.6%
Cc1ccc2c(c1)N(CC(=O)NC1CCCC(C)C1C)C(=O)c1cccnc1O2 (stereo not drawn) | 3.5%
C[C@H]1CN([C@@H](C)CO)C(=O)Cc2cc(NC(=O)CCC(F)(F)F)ccc2O[C@H]1CN(C)Cc1ccc(C(F)(F)F)cc1 | 0.5%
CCNS(=O)(=O)c1ccc(CCC(=O)N2CCC(C)CC2)cc1 | 5.7%
O=C(CC1C[C@H](C(=O)N2CCOCC2)[C@@]2(CCC3CCCC3)c3[nH]c4ccccc4c3CCN2C1=O)NCCN1CCOCC1 (stereo partly drawn) | 2.2%
O=C(CNC(=O)c1ccc(Br)o1)NCC(=O)OCc1ccccc1 | -11.1%
C[C@H]1CN([C@@H](C)CO)C(=O)c2cccc(NC(=O)Nc3ccc(C(F)(F)F)cc3)c2O[C@H]1CN(C)C | -1.4%
CCSc1nnc(SCC(=O)Nc2cc(C)on2)s1 | -7.5%
COc1ccc(S(=O)(=O)N2CCN(CC(=O)N3CCOCC3)CC2)cc1OC | 14.9%
O=c1ccc(S(=O)(=O)N2CCCC2)cn1Cc1ccc(Cl)cc1Cl | 7.6%
Cc1ccc(-c2cc(C(=O)OCC(=O)NC3CC3)c3ccccc3n2)cc1 | 3.4%
COc1ccc(C2=CC(=O)CC(C)(C)C2)cc1OC | 2.3%
CCN(CC(=O)Nc1ccccc1C(F)(F)F)C(=O)CSCC(=O)Nc1cc(C)on1 | -2.9%
O=C(OCc1nc2ccsc2c(=O)[nH]1)c1ccc(Cl)nc1 | 12.2%
C=CC[C@H](CC(=O)NCCO)C(=O)NC[C@@H](OC(=O)[C@@H](CC=C)CC(=O)OC(C)(C)C)c1ccccc1 | 7.6%
CCC(C)[C@H]1CNCCN1CCC12CC3CC(CC(C3)C1)C2 (stereo partly drawn) | -3.7%

Reformatted with each value named: four of the compounds above.
> COc1ccc(NC(=O)CN2C(=O)c3ccccc3S2(=O)=O)cc1S(=O)(=O)N1CCOCC1
  L3MBTL1 inh = 2.5%

> COc1ccc(S(=O)(=O)Nc2cccc(S(=O)(=O)NC3=NCCC3)c2)cc1[N+](=O)[O-]
  L3MBTL1 inh = 7.8%

> COC(=O)c1c(-c2ccc(OC)cc2)sc2ccccc12
  L3MBTL1 inh = 329.7%[activator]

> O=C(CNC(=O)c1ccco1)Nc1ccncc1
  L3MBTL1 inh = 0.6%

Next records
SMILES | L3MBTL1 inh
COc1cc2ccccc2cc1C(=O)Nc1ccc(C)cc1 | 7.6%
O=C(O)c1cccc(NC(=O)c2cccc(S(=O)(=O)Nc3cccc([N+](=O)[O-])c3)c2)c1 | -0.4%
CC(O)c1nc2ccccc2n1Cc1ccccc1 (stereo not drawn) | 0.1%
COc1cc(C(=O)N2CCN(c3ccccn3)CC2)cc(OC)c1OC | -11.5%
Cc1cc(NS(=O)(=O)c2ccc(NC(=O)CN3C(=O)NC(C)(c4ccccc4)C3=O)cc2)nc(C)n1 (stereo not drawn) | -0.2%
Cc1ccnc(NC(=O)COc2ccc3c(c2)CCC3)c1 | 11.8%
Cc1ccc(C(=O)NCc2ccc(F)cc2)cc1NC1=NC2CS(=O)(=O)CC2S1 (stereo not drawn) | -1.6%
CC(C)CN(C(=O)COC(=O)c1ccc(Br)cc1)c1c(N)n(Cc2ccccc2)c(=O)[nH]c1=O | 5.2%
CCOc1ccccc1NC(=O)C(c1ccccc1)N1CCN(CC(=O)N2CCOCC2)CC1 (stereo not drawn) | -0.6%
O=S(=O)(Cc1ccccc1)Nc1ccccc1Br | 1.6%
CCN1C[C@@H]2[C@@H]3C(=O)N(Cc4ccccc4)C(=O)[C@@H]3[C@](C)(C(=O)OC)N2C1=NC1CCCCC1 | -2.9%
O=C(Cc1ccc(Br)cc1)OCC(=O)N1CCOCC1 | 36.9%[activator]
O=C1CCC/C=C\C[C@@H](CC(=O)N(CCO)Cc2ccccc2)C(=O)N[C@H](c2ccccc2)CO1 | -3.8%
CC(=O)Nc1ccc(NC(=O)C(C)OC(=O)C2(c3ccccc3F)CCCC2)cc1 (stereo not drawn) | -2.0%
COc1ccc(NC(=O)c2cccc3c2C(=O)c2ccc(-c4cnc(OC)nc4)cc2S3(=O)=O)cc1 | -13.9%
O=C(OCc1c(-c2ccccc2)ncc2ccccc12)c1ccc(Cl)cc1Cl | 1.2%
CC(C)C(=O)COc1c2occc2cc2ccc(=O)oc12 | -1.6%
CC(=O)N1CCN(S(=O)(=O)c2ccc3c(c2)CCC(=O)N3)CC1 | -0.8%
CC(C)(C)OC(=O)N[C@H](C(=O)OC(C)(C)C)c1ccc(Br)cc1 | 20.9%
CN(Cc1ccc(F)cc1)C(=O)CNC(=O)c1cccs1 | 3.5%
COC(=O)c1c(NC(C)=O)sc2c1CCN(Cc1ccccc1)C2 | 2.3%
COc1ccc(OC)c(-n2c(SCC(=O)NCC3CCCO3)nc3ccccc3c2=O)c1 (stereo not drawn) | 1.4%
COc1ccc(S(=O)(=O)NCC2CCCO2)cc1Cl (stereo not drawn) | -4.0%
Cc1ccccc1NC(=O)CSc1nc(-c2ccccc2)cc(=O)[nH]1 | 7.0%
CCOc1ccc(C(=O)NNC(=O)c2cc(C)oc2C)cc1 | -17.9%
SMILES | L3MBTL1 inh
CCN(CC)C(=O)[C@H]1C[C@H](CC(=O)NCC23CC4CC(CC(C4)C2)C3)C(=O)N2CCc3c([nH]c4ccc(Cl)cc34)[C@]12C | -3.9%
CC(C)c1ccc(NC(=O)c2cc(S(=O)(=O)N3CCCC3)c[nH]2)cc1 | -5.0%
Cc1cc(C(=O)NN=C2CCCC2)c2ccccc2n1 | -2.8%
CCCCn1c(N)c(N(CC(C)C)C(=O)C2CCN(S(=O)(=O)c3ccc(Cl)cc3)CC2)c(=O)[nH]c1=O | 9.4%
CN(C(=O)COC(=O)CCC1CCCCC1)c1c(N)n(Cc2ccccc2)c(=O)[nH]c1=O | 6.2%
COc1ccc(CN2C(=O)c3ccccc3C2=O)cc1 | -5.0%
COc1cccc(/C=C/C(=O)OCC(=O)c2c[nH]c3ccccc23)c1 | 5.4%
Cc1ccc(S(=O)(=O)N2CCC(C(=O)NCCC3=CCCCC3)CC2)cc1C | 4.4%
COc1ccccc1NC(=O)CSc1nncn1N | 2.3%
CCCCCC(=O)Nc1ccc(C(=O)CN2C(=O)NC3(CCCCCC3)C2=O)cc1 | 1.6%
O=S(=O)(NC1CCCCCCC1)c1ccccc1 | 6.9%
CN(C)c1ccc(C2NC(=O)c3ccccc3N2)cc1 (stereo not drawn) | 16.4%
O=C(CSc1nncs1)Nc1ccc(Cl)cc1C(F)(F)F | 3.9%
CC(OC(=O)C1=COCCO1)C(=O)c1ccc(C(C)(C)C)cc1 (stereo not drawn) | 3.4%
CC(Sc1ncnc2sc(-c3ccccc3)cc12)C(=O)NCC1CCCO1 (stereo not drawn) | 6.9%
Cc1ccc(C2=NS(=O)(=O)N(C)C(C(=O)N3CCOCC3)=C2)cc1 | 3.7%
COc1ccc2cc(C[C@@H]3CC[C@@H](CO)O3)ccc2c1 | 11.2%
CC(C)CN1CCC(=O)N(CCC#N)CC1 | -8.4%
O=C(Cc1c(F)cccc1Cl)NNC(=O)c1ccncc1 | -0.7%
Cc1cc(Cn2nc(-c3ccccc3)cc2C(=O)NCc2cccc(C(F)(F)F)c2)on1 | 28.5%
Cc1c(NS(=O)(=O)c2cccc(C(=O)N3CCC(C(N)=O)CC3)c2)c(=O)n(-c2ccccc2)n1C | -0.5%
Cc1ccc(N(CCC#N)C(=O)COC(=O)C2CCN(S(=O)(=O)c3ccc(C)c(C)c3)CC2)cc1 | 3.3%
Cc1cccn2c(=O)c(C=O)c(N3CCN(C)CC3)nc12 | 0.2%[2.29 µM]
CCOc1ccc(S(=O)(=O)N2CCN(C(=O)CCOc3ccccc3C)CC2)cc1 | -1.8%
CC(OC(=O)C1CCN(c2ccc(C(F)(F)F)cn2)CC1)C(=O)NC1CCCCC1C (stereo not drawn) | -7.3%
SMILES | L3MBTL1 inh
CCCCC(=O)Nc1nnc(/C=C/c2ccc(OC)cc2)s1 | 3.5%
COc1ccccc1CNC(=O)CN(C)CC(=O)Nc1ccccc1Br | 6.9%
C/C=C(\C)C(=O)O[C@@H]([C@H](O)c1cc2ccc(=O)oc2cc1OC)C(C)(C)O | 1.2%
CCN(C[C@H]1N[C@@](C)(C(=O)OC)[C@H]2C(=O)N(C)C(=O)[C@@H]12)S(=O)(=O)c1ccc(C(F)(F)F)cc1 | -2.4%
O=C1NC(=O)c2cc3ccccc3cc21 | -25.9%
CNc1nc(NCc2ccccc2)c2ccccc2n1 | 3.4%
CCOC(=O)c1ccc2[nH]c3c(c2c1)CCCC3 | -28.3%
CCOC(=O)c1c(NC(=O)COC(=O)Cc2n[nH]c(=O)c3ccccc23)sc(C(=O)N(C)C)c1C | -0.2%
C[C@]12c3[nH]c4cc(-c5ccco5)ccc4c3CCN1C(=O)[C@@H](CC(=O)NCCC1=CCCCC1)C[C@@H]2C(=O)N1CCCCC1 | ?
NC(=O)c1nc(C(=O)N2CCCCC2)c2ccccc2n1 | -1.3%
CN(Cc1ccccc1)C(=O)c1ccc(NC(=O)Cc2cccc(NC(=O)C3CCCN(C(=O)C4CCCC4)C3)c2)cc1 (stereo not drawn) | -12.1%
CCN(CC)CCCn1c2c(c(SCC(=O)Nc3cccc4ccccc34)nc1=O)CCC2 | -2.0%
COc1ccc(NC(=O)N(C)C[C@H]2Oc3ccc(NC(=O)Cn4cnnn4)cc3C(=O)N([C@H](C)CO)C[C@@H]2C)cc1 | -2.8%
CCOc1ccc(NC(=O)[C@@H]2CCCN2C(=O)c2cccs2)cc1S(=O)(=O)N1CCCCC1 | -8.6%
Cc1ccn2cc(-c3cccc(NC(=O)CCC(=O)O)c3)nc2c1 | -3.9%
CC1CN(C(=S)Nc2ccccc2)CC(C)O1 (stereo not drawn) | -9.6%
Cc1ccc(CCNS(=O)(=O)c2cc3c(cc2C)NC(=O)CO3)cc1 | -1.9%
O=C(Cc1n[nH]c(=O)c2ccccc12)Nc1cccc(S(=O)(=O)N2CCCCCC2)c1 | -0.4%
CC(C)(C)OC(=O)Nc1ccc([C@H](NC(=O)OC(C)(C)C)C(=O)OC(C)(C)C)cc1 | 1.9%
CN(CC(=O)Nc1ccc(F)cc1)C(=O)COC(=O)c1ccc(-c2ccccc2)cc1 | -1.0%
Cc1ccc(NS(=O)(=O)c2cccc(C(=O)N3CCN(C(=O)c4ccco4)CC3)c2)cc1 | -2.0%
CCOc1ccc(Oc2ccccc2NC(=O)C2=COCCO2)cc1 | -0.4%
COc1ccc(COC(=O)c2cccc(S(=O)(=O)N3CCN(C(C)=O)CC3)c2)cc1 | -7.8%
C[C@@H]1COC(=O)[C@H](Cc2ccc(F)cc2)CC/C=C/C[C@@H](CC(=O)N[C@@H](CO)Cc2ccccc2)C(=O)N1 | 3.3%
Cc1nc(SCc2nc3cc(Cl)c(F)cc3[nH]2)c2oc3ccccc3c2n1 | 1.2%
SMILES | L3MBTL1 inh
CN1C(=O)C(C)(C)c2cc(S(=O)(=O)NCC3CCC(C(=O)NCc4ccccc4)CC3)ccc21 (stereo not drawn) | -1.1%
CCSc1ccc([C@@H]2[C@H]3C(=O)N(C)C(=O)[C@H]3[C@]3(C(=O)OC)CCCCN23)cc1 | -8.2%
O=C(Cc1ccc(F)cc1)N[C@@H]1c2ccccc2CC[C@@H]1OCc1ccccc1 | -11.9%
Cc1ccc(C(=O)OCC(=O)N2CCNC2=O)c(C)c1 | -1.7%
O=[N+]([O-])c1cc([N+](=O)[O-])c(Oc2ccc(Br)cc2Br)cc1NN1CCCCC1 | 11.1%
Cc1ccccc1NC(=O)COC(=O)CCC(=O)c1cccs1 | 5.6%
CN(C)c1cc[n+](CC(=O)c2cccs2)cc1 | -12.2%
COc1ccc(C(=O)NCc2ccc3c(c2)OCO3)cc1S(=O)(=O)N1CCCC1 | 0.1%
O=Nc1c(-c2ccccc2)[nH]n(-c2ccccc2)c1=O | -1.5%[2.29 µM]
COc1ccc(-c2cc3ccc(F)cc3cn2)cc1 | -1.4%
Cc1ccc(/C=C/C(=O)OCC(=O)Nc2ccc3[nH]c(=O)[nH]c3c2)o1 | 0.0%
Cc1cc(=O)oc2cc(OCC(=O)Nc3ccc4[nH]c(=O)[nH]c4c3)ccc12 | 1.9%

Some of these compounds in order of count of non-hydrogen atoms, lowest first.
SMILES | L3MBTL1 inh
COc1ccc(NC(=O)CN2C(=O)c3ccccc3S2(=O)=O)cc1S(=O)(=O)N1CCOCC1 | 2.5%
CN1C(=O)C(C)(C)c2cc(S(=O)(=O)NCC3CCC(C(=O)NCc4ccccc4)CC3)ccc21 (stereo not drawn) | -1.1%
C[C@@H]1COC(=O)[C@H](Cc2ccc(F)cc2)CC/C=C/C[C@@H](CC(=O)N[C@@H](CO)Cc2ccccc2)C(=O)N1 | 3.3%

High-throughput results deposited in PubChem by National Center for Advancing Translational Sciences (NCATS).
